Screening data from PubChem BioAssay.
PMI inhibition: human PMI inhibitors, high substrate, primary screen, biochemical, fluorescence intensity, high mannose 6-phosphate (AID 1220) | recombinant PMI enzyme, coupled fluorescence intensity; higher % means a stronger effect | one-dose inhibition, % at 20 µM; IC50 in µM for titrated hits | 190,000 compounds, 0.66% hits
Yfh1-off respiration: enhancers of respiration in Yfh1-depleted yeast, dose response, Friedreich's ataxia, plus single-dose screen (AID 1465); S. cerevisiae Yfh1-off respiration, WST-1 reduction, 72 h; higher fold induction means a stronger effect; fold induction at 50 µM, or EC50 in µM where a hit was titrated; 220,000 compounds, 0.074% hits;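 active = fold induction of absorbance versus untreated yeast above a set limit, then at least 30% activation at any dose in follow-up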;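 note: activators that raise dye reduction in frataxin-depleted yeast; strong numbers were not always called active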
LYP inhibition: inhibitors of LYP phosphatase, biochemical, fluorescence intensity, uHTS (AID 1779); one-dose inhibition, % at 11.5 µM; IC50 in µM for titrated hits; recombinant LYP phosphatase, fluorescence intensity; higher % means a stronger effect; 290,000 compounds, 0.054% hits;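 note: plate controls were vehicle with enzyme for no effect and no enzyme for full effect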
XIAP antagonists: small molecules displacing peptide from XIAP – biochemical, IAP family, fluorescence polarization (AID 1018); displacement, % at 20 µM; hits with a dose series show IC50 in µM; 200,000 compounds, 0.007% hits; XIAP BIR domain, fluorescence polarization peptide displacement; higher % means a stronger effect; in the data active = displacement above about 50%; note: a part of the inactive calls stands beside numbers as strong as those of hits
P. falciparum M17LAP: P. falciparum M17LAP inhibitors, primary screen, biochemical, fluorogenic H-Leu-NHMec substrate, 1536-well (AID 1619); recombinant M17LAP, H-Leu-NHMec fluorogenic kinetic assay; higher % means a stronger effect; inhibition, % at 30 µM, or IC50 in µM where a hit was titrated; 220,000 compounds, 0.38% hits;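 active = compound inhibiting the enzyme by more than half at any dose during confirmatory dose-response retesting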;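 note: plate controls were full reaction with DMSO carrier for no effect and no enzyme background for full effect; strong numbers were not always called active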
WT yeast gro inh: growth inhibition of WT yeast, mitochondrial fusion screen; mitochondrial fusion phenotypic screen, WT strain; inhibition, % at 10 µM; 190,000 compounds, 2.1% hits; in the data active = inhibition above about 58%; tested in S. cerevisiae
M1AAP inhibition: P. falciparum M1AAP inhibitors, biochemical, fluorogenic H-Leu-NHMec substrate, 1536-well (AID 1445) | one-dose inhibition, % at 30 µM; IC50 in µM for titrated hits | 220,000 compounds, 0.42% hits | recombinant M1AAP, H-Leu-NHMec fluorogenic kinetic assay; higher % means a stronger effect;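 active = primary inhibition above the hit cutoff, then over 50% inhibition at one or more dose response concentrations, cut at about 23% in these data, passing the limit was not always enough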;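 note: plate controls were DMSO full reaction for no effect and no enzyme background for full effect; strong numbers were not always called active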
TNAP activation fold: stimulation of alkaline phosphatase TNAP activity – biochemical, luminescent, no phosphate acceptor, uHTS, primary screen (AID 1001); 200,000 compounds, 0.03% hits; purified TNAP, luminescent activation assay, no phosphate acceptor; higher activation fold means a stronger effect; activation fold at 20 µM, or EC50 in µM where a hit was titrated; in the data active = activation fold from about 3, or a potency from the dose series; inactive = the rest, 99 in 100 with activation fold below about 1.6; note: many of its hits are not listed in these tables
human PMI inhibition: inhibitors of human PMI, primary screen, biochemical, fluorescence intensity, coupled assay (AID 1209); 190,000 compounds, 0.42% hits; purified PMI enzyme, coupled fluorescence intensity; higher % means a stronger effect; one-dose inhibition, % at 20 µM; IC50 in µM for titrated hits;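 note: plate controls were DMSO vehicle for no effect and wells lacking substrate for full effect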
WT yeast gro inh mutant strain: also measured in WT yeast gro inh; calls as there; inhibition, %; mitochondrial fusion phenotypic screen, mutant strain inhibition
* marks the source's active call; other numbers are inactive results; i = inactive; · = no result given. Cut-off read from the data, not from the text of the source, unless noted: active = inhibition above about 50%; inactive = the rest.

Values run as follows: M1AAP inhibition, human PMI inhibition, WT yeast gro inh mutant strain, LYP inhibition, WT yeast gro inh, P. falciparum M17LAP, PMI inhibition, Yfh1-off respiration, TNAP activation fold, XIAP antagonists
- CCOC(=O)c1c(C)oc2c1c(CN1CCN(CCO)CC1)c(O)c1ccccc12
  13%, 58%*, 52*, 3%, 59*, 4%, ·, 85µM*, 1.1, -2.7%
- Cc1c(N)cc(C(=O)N2CCOCC2)cc1[N+](=O)[O-]
  9%, 23%, -9, 3%, -7, -7%, 13%, i, 1.1, -3.9%
- CC(=O)CSc1cc(-c2ccccc2)nc2ncnn12
  8%, ·, ·, 1%, ·, 5%, ·, i, ·, ·
- S=C(Nc1ccc(Cl)cc1)c1nc2ccccc2[nH]1
  -10%, 1%, 36, 4%, 55, -1%, -8%, i, 1.8, -18%
- S=c1[nH]ncn1/N=C/c1ccc(Br)cc1
  15%, 17%, 11, -5%, 3, 28%, 7%, i, 1, -3.3%
- Cc1ccc(-n2nc(-c3cccs3)cc2C(=O)NCC2CCCO2)c(C)c1 (stereo not given)
  11%, 10%, -6, -2%, 15, 19%, -4%, i, 1, -6.7%
- N#C/C(=C\c1ccc(F)cc1F)S(=O)(=O)c1ccccn1
  11%, ·, ·, -8%, ·, 6%, ·, i, ·, ·
- CC(Nc1cccc2ccccc12)C(=O)N/N=C/c1ccccn1 (stereo not given)
  6%, -9%, 66, 4%, 63, -1%, -48%, i, 1.1, -2.6%
- CNc1ncc(C(=O)c2ccc(-c3ccccc3)cc2)s1
  4%, ·, ·, -2%, ·, 12%, ·, i, ·, ·
- COc1ccc(NC(=O)CN(C)CC(=O)Nc2cccc(F)c2)cc1Cl
  -1%, -20%, -8, 0%, -12, 1%, -14%, i, 1.1, -7.8%
- CC(=O)c1ccc(OCCOc2ccc(C#N)cc2)cc1
  2%, ·, ·, -5%, ·, 19%, ·, i, ·, ·
- O=C1N=C2SCCN2/C1=C\c1c(Cl)cccc1Cl
  1%, 5%, -18, -5%, -28, -5%, 2%, i, 1, -9.9%
- Cn1ncc(N=Cc2ccc([N+](=O)[O-])cc2)c1C(=O)Nc1ccccc1
  -4%, 16%, -16, -1%, 1, -4%, 10%, i, 1, -1.8%
- CN(C)c1nc(NCc2ccccc2)nc(Oc2ccc(=O)[nH]n2)n1
  -1%, 12%, -3, -3%, 3, -7%, 7%, i, 1, -5.2%
- Brc1ccc(-c2ncc3ccccn23)cc1
  6%, ·, ·, -2%, ·, -12%, ·, i, ·, ·
- COc1ccc(COc2cc(-c3cccc(OC)c3)nc3ccc(N)cc23)cc1
  3%, -1%, 3, -8%, 25, -27%, 13%, i, 1, -5.4%
- Clc1ccc(CN2CCN(/N=C/c3ccco3)CC2)cc1
  4%, 11%, -2, -2%, -2, -10%, 7%, i, 1, 0.7%
- CCC(C)C(NC(=O)c1ccc(Cl)cc1)C(=O)Nc1cccnc1 (stereo not given)
  0%, -7%, 7, -2%, -5, 6%, 0%, i, 1.1, -12%
- CC1=CC(=Nc2c(C)n(C)n(-c3ccccc3)c2=O)C=CC1=O
  12%, ·, ·, -5%, ·, 8%, ·, i, ·, ·
- Cc1cccc(C(=O)N2CCC(=O)N(C(COCc3cccc(C(F)(F)F)c3)Cc3ccccc3)CC2)c1 (stereo not given)
  4%, 6%, -27, -2%, 39, -8%, 10%, i, 1.1, -5.9%

Structures above shown as hits in human PMI inhibition:
structure	M1AAP inhibition	human PMI inhibition	WT yeast gro inh mutant strain	LYP inhibition	P. falciparum M17LAP	PMI inhibition	TNAP activation fold	XIAP antagonists
CCOC(=O)c1c(C)oc2c1c(CN1CCN(CCO)CC1)c(O)c1ccccc12	13%	58%*	52*	3%	4%	·	1.1	-2.7%

Next section
Values run as follows: M1AAP inhibition, human PMI inhibition, WT yeast gro inh mutant strain, LYP inhibition, WT yeast gro inh, P. falciparum M17LAP, PMI inhibition, Yfh1-off respiration, TNAP activation fold, XIAP antagonists
- CC(C)(C)c1ccc(NS(=O)(=O)c2ccc(N)cc2)cc1
  6%, ·, ·, -3%, ·, -3%, ·, i, ·, ·
- Cn1c(N2CCN(C(=O)Nc3ccc(F)cc3)CC2)nc2ccccc21
  -1%, -8%, -3, -7%, 3, -3%, -6%, i, 1.1, -9.6%
- N#C/C(=C/N1CCOCC1)c1ccccc1
  7%, -2%, 1, -6%, -3, 1%, 1%, i, 1.1, -3.0%
- Cc1ccc(C(C(=O)NC2CCCCC2)N(Cc2ccco2)C(=O)Cn2cnc3ccccc32)cc1 (stereo not given)
  0%, 8%, -6, -3%, -7, 6%, 10%, i, 1.6, -4.4%
- Cc1cc(N2C(=O)C=CC2=O)c([N+](=O)[O-])cc1C
  -1%, -21%, 3.0*, 2%, 62*, -6%, -61%, i, 1.1, -3.0%
- N#Cc1nc(-c2ccc(OCc3ccccc3)cc2)oc1NCCCN1CCOCC1
  9%, 13%, -6, -6%, 40, 11%, -1%, i, 1, -1.9%
- O=C(c1cccc(Br)c1)N1CCCC1
  -1%, 2%, 6, -2%, -2, -1%, 2%, i, 1.1, 2.2%
- CCCN1CCC(=NNc2ccc(S(N)(=O)=O)cc2[N+](=O)[O-])CC1
  10%, 7%, 40, -2%, -8, 23%, 6%, i, 0.9, -3.7%
- CCn1nc(C)c(CN2CCc3c([nH]c4ccccc34)C2C(C)(C)C)c1C (stereo not given)
  -1%, 16%, 14, -7%, 10, 3%, 20%, i, 1, -6.2%
- O=C(CSc1ncn[nH]1)N(C1CCCCC1)C1CCCCC1
  1%, 4%, 0, -1%, 1, 7%, -1%, i, 1, -2.8%
- CCN1CCN(CCNC(=O)c2ccc(/C=C3/Sc4ccccc4N(Cc4cccc(Cl)c4)C3=O)cc2)CC1
  20%, 15%, 72*, -22%, 98*, 3%, 0%, i, 1.1, -11%
- CCN1CCN(CC(=O)N2N=CCC2c2ccccc2)CC1 (stereo not given)
  1%, ·, ·, -8%, ·, 1%, ·, i, ·, ·
- CCOc1ccc(N2C(=O)CC(N3CC(C)OC(C)C3)C2=O)cc1 (stereo not given)
  6%, -4%, -1, -6%, 7, 3%, 0%, i, 1, -3.1%
- CC(=O)Nc1sc(N)nc1-c1ccccc1
  7%, 0%, 4, -11%, -4, 1%, 0%, i, 1.2, -3.0%
- CC(CNS(=O)(=O)c1cc(Cl)ccc1Cl)CN(C)C (stereo not given)
  4%, 18%, 2, -1%, -1, 1%, 13%, i, 1.1, -5.7%
- CCCc1nnc(NC(=O)c2cc3ccccc3oc2=O)s1
  0%, -8%, 2, -8%, 7, -12%, -14%, i, 1, -3.7%
- O=C(NCc1ccc2c(c1)OCO2)C1CCC(CNS(=O)(=O)c2ccc(Cl)cc2)CC1 (stereo not given)
  -4%, 4%, 1, 0%, -1, 11%, -2%, i, 1.2, -9.0%
- Cc1oncc1C(=O)NC(C)C
  0%, -1%, 18, -9%, -1, -2%, -5%, i, 1.1, -4.0%
- CCO[C@H]1OC(C(=O)NC2CC2)=C[C@@H](C2CCCCC2)[C@@H]1CCCO
  1%, ·, ·, -3%, ·, 20%, ·, i, ·, ·
- NC(N)=N/N=C/c1ccc2cccc(OCc3ccccc3)c2n1
  6%, ·, ·, -11%, ·, -25%, ·, i, ·, ·

Whole records, looked up by structure. Screens in order: M1AAP inhibition	human PMI inhibition	WT yeast gro inh mutant strain	LYP inhibition	WT yeast gro inh	P. falciparum M17LAP	PMI inhibition	Yfh1-off respiration	TNAP activation fold	XIAP antagonists
`N#C/C(=C/N1CCOCC1)c1ccccc1` across the screens: 7%	-2%	1	-6%	-3	1%	1%	i	1.1	-3.0%
`Cc1ccc(-n2nc(-c3cccs3)cc2C(=O)NCC2CCCO2)c(C)c1` (stereo not given) across the screens: 11%	10%	-6	-2%	15	19%	-4%	i	1	-6.7%
`S=C(Nc1ccc(Cl)cc1)c1nc2ccccc2[nH]1` across the screens: -10%	1%	36	4%	55	-1%	-8%	i	1.8	-18%
`S=c1[nH]ncn1/N=C/c1ccc(Br)cc1` across the screens: 15%	17%	11	-5%	3	28%	7%	i	1	-3.3%
`Cc1cc(N2C(=O)C=CC2=O)c([N+](=O)[O-])cc1C` across the screens: -1%	-21%	3.0*	2%	62*	-6%	-61%	i	1.1	-3.0%

Continued:
Values run as follows: M1AAP inhibition, human PMI inhibition, WT yeast gro inh mutant strain, LYP inhibition, WT yeast gro inh, P. falciparum M17LAP, PMI inhibition, Yfh1-off respiration, TNAP activation fold, XIAP antagonists
- COc1ccc(N2CSC3=C(C#N)C(c4cccs4)CC(=O)N3C2)cc1 (stereo not given)
  32%, -6%, -3, -4%, -1, 8%, 6%, i, 1, -5.4%
- O=C(CN1C(=O)CSc2ncccc21)N1CCOCC1
  7%, 14%, -5, -2%, -3, -2%, 12%, i, 1, -1.4%
- COc1ccc2[nH]c(=O)c(CN(C)C(=O)c3cccs3)cc2c1
  6%, ·, ·, -1%, ·, 5%, ·, i, ·, ·
- COC(=O)CNC(=O)C1CCCN1C(=O)CNC(=O)OC(C)(C)C (stereo not given)
  -1%, 6%, -13, -1%, -9, 2%, 12%, i, 1.1, -3.1%
- COc1ccc(-c2noc(CCC(=O)Nc3ccc4c(c3)OCCO4)n2)cc1
  5%, 3%, 10, -10%, 15, -5%, -6%, i, 1, -12%
- NC(N)=Nc1nc2ccc(Br)cc2c(=O)[nH]1
  9%, -21%, 3, -6%, 1, -3%, -20%, i, 0.9, -23%
- Cc1cc(C)c2c(=O)[nH]c(SCC(=O)c3ccc(C)c(C)c3)nc2n1
  7%, -15%, -26, -4%, 9, 45%, -28%, i, 1.1, -11%

A draw from above in order of count of non-hydrogen atoms, highest first:
Values run as follows: M1AAP inhibition, human PMI inhibition, WT yeast gro inh mutant strain, LYP inhibition, WT yeast gro inh, P. falciparum M17LAP, PMI inhibition, Yfh1-off respiration, TNAP activation fold, XIAP antagonists
- CCCc1nnc(NC(=O)c2cc3ccccc3oc2=O)s1
  0%, -8%, 2, -8%, 7, -12%, -14%, i, 1, -3.7%
- Clc1ccc(CN2CCN(/N=C/c3ccco3)CC2)cc1
  4%, 11%, -2, -2%, -2, -10%, 7%, i, 1, 0.7%
- CC(=O)Nc1sc(N)nc1-c1ccccc1
  7%, 0%, 4, -11%, -4, 1%, 0%, i, 1.2, -3.0%
